# TWEAK-Fn14 inh: inhibitors of TWEAK-Fn14 signaling, primary screen, luciferase reporter cells, uHTS | AID 1159606, 2016 | hit rate 2% among 360,000 | inhibition, % at 10 µM | TWEAK-stimulated Fn14 reporter cells, luciferase luminescence, 8 h; in the data active = inhibition above about 50%
# ABHD5 PLIN5 PPI: ABHD5-PLIN5 interaction inhibitors, primary screen, cell lysate, split luciferase complementation, luminescence. Perilipin-5 (Homo sapiens) + 1-acylglycerol-3-phosphate O-acyltransferase ABHD5 (Homo …. Split G. princeps luciferase complementation, 4 h. inhibition, % at 4 µM. hit rate 0.78% among 360,000. AID 602281, 2012;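 active = inhibition above the mean inhibition across every tested compound plus 3 SD, cut at about 22% in these data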;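 note: 0% = DMSO only wells and the 100% control is not disclosed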
# Granule exo inh: LAMP-1 surface exposure blockers, TALL-104 cells – cell-based, flow cytometry, MLPCN library, primary screen; TALL-104 LAMP-1 surface exposure; cells stimulated with thapsigargin and PMA; inhibition, % at 10 µM; hit rate 0.66% among 360,000;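 active = inhibition above about 55%, limit read from the data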
# TLR9-MyD88 inh: inhibitors of TLR9-MyD88 association in cells, primary screen, cell-based, CHO, BLA complementation, fluorescence. Toll-like receptor 9 (Homo sapiens) + Myeloid differentiation primary response protein …. CCF4 FRET ratio. inhibition, % at 4.98 µM. hit rate 0.21% among 340,000;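 active = inhibition above the mean over all tested compounds plus 3 SD, cut at about 21% in these data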;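 note: 0% = DMSO only wells and 100% = clavulanate BLA inhibitor control wells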
# TROY NFkB inh: inhibitors of TROY-driven NF-kB signaling, primary screen, Q293 LMP1-TROYcd cells, NF-kB luciferase, uHTS; Q293 LMP1-TROYcd NF-kB luciferase reporter, 4 h; AID 1347056, 2019; inhibition, % at 10 µM; hit rate 0.98% among 360,000;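 active = compounds whose plate-normalised and pattern-corrected inhibition of the luciferase reporter signal at the single screening dose is 50% or more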
# SRC3 inh: SRC3 coactivator transcriptional activity inhibitors, primary screen, cell-based, luminescence; HEK293 GAL4-SRC3 luciferase reporter; inhibition, % at 3.6 µM; hit rate 0.17% among 360,000; Nuclear receptor coactivator 3 (Homo sapiens), Q9Y6Q9; AID 588352, 2011;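 active = inhibition above a per-campaign cutoff, the mean of all compounds plus 3 SD, cut at about 60% in these data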;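 note: 0% = DMSO-treated cells and 100% = gossypol-treated cells at 36 µM; higher means less SRC3-driven luciferase light from the GAL4 reporter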
# NCOA2 inhibitor: inhibition of GAL4-SRC2 driven luciferase reporter, primary screen, SRC2 inhibitor project, cell-based, luminescence; Nuclear receptor coactivator 2 (Homo sapiens), Q15596; HEK293 GAL4-SRC2 luciferase reporter; inhibition, % at 9 µM; hit rate 0.17% among 370,000;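 active = inhibition above the mean inhibition of all tested compounds plus 3 SD, set per campaign, cut at about 52% in these data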;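 note: 0% = DMSO treated cells and 100% = cells given Gossypol at 36 µM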
# NR2F2 inh: NR2F2 transcriptional activity inhibitors, primary screen, cell-based, luciferase reporter, HEK293T, luminescence | HEK293T NGFI-A luciferase reporter | hit rate 0.7% among 370,000 | inhibition, % at 8.6 µM | COUP transcription factor 2 (Homo sapiens), P24468;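 active = inhibition above a per-plate cutoff, mean inhibition of test wells between control levels plus 3 SD, cut at about 38% in these data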;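 note: cells cotransfected with COUP-TFII expression vector driving the NGFI-A reporter; 0% = median of COUP-TF2 test wells and 100% = reporter-only cells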
# Target sequence (P24468 whole entry, looked up): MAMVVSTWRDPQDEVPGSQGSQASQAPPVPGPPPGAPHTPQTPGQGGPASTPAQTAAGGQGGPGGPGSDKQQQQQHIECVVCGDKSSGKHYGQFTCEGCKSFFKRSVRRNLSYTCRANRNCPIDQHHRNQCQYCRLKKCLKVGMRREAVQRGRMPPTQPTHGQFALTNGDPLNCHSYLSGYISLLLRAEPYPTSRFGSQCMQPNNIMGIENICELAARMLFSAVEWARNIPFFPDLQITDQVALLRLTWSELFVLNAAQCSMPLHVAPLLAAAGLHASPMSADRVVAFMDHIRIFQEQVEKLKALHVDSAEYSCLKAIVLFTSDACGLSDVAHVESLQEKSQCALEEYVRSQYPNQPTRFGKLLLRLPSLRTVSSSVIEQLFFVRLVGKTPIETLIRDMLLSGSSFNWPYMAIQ
# LRH-1 inv ag: LRH-1 (NR5A2) inverse agonists, primary screen, cell-based, luminescence, HEK293T, StAR-luciferase reporter | hit rate 0.13% among 360,000 | Nuclear receptor subfamily 5 group A member 2 (Homo sapiens), O00482 | AID 602396, 2012 | inhibition, % at 3.6 µM | LRH-1 transfected, 24 h;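 active = inhibition above the mean inhibition of all tested compounds plus 3 SD, cut at about 73% in these data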;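 note: 0% = DMSO wells and 100% = reporter-only cells lacking LRH-1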
# Target sequence (O00482 whole entry, looked up): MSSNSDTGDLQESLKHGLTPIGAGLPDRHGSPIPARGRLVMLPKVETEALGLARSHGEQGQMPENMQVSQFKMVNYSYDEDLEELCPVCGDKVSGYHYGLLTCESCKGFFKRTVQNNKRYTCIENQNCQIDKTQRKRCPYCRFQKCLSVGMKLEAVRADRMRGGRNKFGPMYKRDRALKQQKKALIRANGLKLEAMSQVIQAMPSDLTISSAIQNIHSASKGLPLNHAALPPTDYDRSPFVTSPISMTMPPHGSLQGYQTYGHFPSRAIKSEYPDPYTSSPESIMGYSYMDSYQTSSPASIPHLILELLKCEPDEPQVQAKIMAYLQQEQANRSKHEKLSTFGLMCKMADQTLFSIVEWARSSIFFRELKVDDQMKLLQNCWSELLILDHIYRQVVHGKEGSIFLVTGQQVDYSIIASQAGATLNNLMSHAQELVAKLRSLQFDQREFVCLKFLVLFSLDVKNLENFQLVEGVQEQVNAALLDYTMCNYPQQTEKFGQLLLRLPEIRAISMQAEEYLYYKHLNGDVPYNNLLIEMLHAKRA
# NOD2 RIPK2 PPI: NOD2-RIPK2 binding disruptors in cells, primary screen, fluorescence, CHO cells, BLA complementation | Receptor-interacting serine/threonine-protein kinase 2 (Homo sapiens), O43353 | CCF4 ratio | inhibition, % at 4.98 µM | hit rate 0.38% among 360,000; in the data active = inhibition above about 21%;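 note: 0% = vehicle only and 100% = reference blocker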
# NCOA1 inh: SRC1 coactivator transcriptional activity inhibitors, primary screen, cell-based, luminescence; Nuclear receptor coactivator 1 (Homo sapiens), Q15788; HEK293 GAL4-SRC1 luciferase reporter; inhibition, % at 3.6 µM; hit rate 0.12% among 360,000;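 active = inhibition above the campaign mean plus 3 SD, with each screening campaign given its own cutoff, cut at about 60% in these data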;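 note: 0% = DMSO treated cells and 100% = gossypol at 36 µM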
# * = called active by the depositor; / = not tested or not shown. This is a subset; rates above refer to the full screens.
SMILES,TWEAK-Fn14 inh,ABHD5 PLIN5 PPI,Granule exo inh,TLR9-MyD88 inh,TROY NFkB inh,SRC3 inh,NCOA2 inhibitor,NR2F2 inh,LRH-1 inv ag,NOD2 RIPK2 PPI,NCOA1 inh
CN(CC(=O)Nc1cccc(F)c1)C(=O)c1cccc2ccccc12,8.8,-1.3,-5.4,-0.1,2.0,-14.0,0.9,25.1,-9.2,-3.6,-21.8
Cc1ccc(COCCN2CCN(S(=O)(=O)c3ccccc3)CCC2=O)cc1,-13.4,-4.9,2.9,-2.7,-8.2,7.6,-28.8,-8.2,-28.8,-6.5,0.0
Cc1ccccc1NCC(=O)N/N=C\c1ccc2c(c1)OCO2,-22.4,-5.3,-3.1,-7.0,-35.2,10.3,-26.4,6.4,3.5,-3.2,-15.1
CNC(=S)N1N=C(c2ccc(C)cc2)CC1c1ccc(OC)c(OC)c1 (stereo not given),-2.0,0.5,3.7,-8.7,-25.7,-6.8,-13.7,-10.9,-35.9,2.9,2.2
c1n[nH]c(NCc2ccc3c(c2)OCO3)n1,-9.7,5.2,0.7,5.0,1.3,2.1,12.0,-3.2,8.0,2.4,-14.2
O=S(=O)(NC1CCN(S(=O)(=O)c2c(F)cccc2F)C1)c1ccc2c(c1)OCCO2 (stereo not given),21.6,-10.8,-5.6,-1.6,19.5,11.1,7.5,25.7,14.3,-3.0,3.0
Cc1ccc(CNC(=O)Cn2c([N+](=O)[O-])cnc2C)cc1,-16.5,-3.9,2.2,-6.9,-13.1,0.2,5.2,3.9,-3.2,-11.8,1.3
CC(=O)Nc1ccc(S(=O)(=O)NCCC(=O)NC(C)c2cccs2)cc1 (stereo not given),11.2,-5.7,1.7,-9.5,8.3,4.5,-6.1,4.3,6.2,7.4,12.9
COc1ccc(/C=C/C(=O)O)cc1S(=O)(=O)N1CCCC1,0.0,-1.8,-1.4,4.9,4.4,-13.8,-13.1,1.8,6.2,-4.0,-5.0
Cn1c(C=O)c(C#Cc2ccccc2)c2ccccc21,30.5,-1.6,-3.1,-1.4,-25.0,4.9,-20.4,16.5,11.3,3.2,-9.4
CCOc1ccc(S(=O)(=O)N2CC(=O)Nc3ccccc32)cc1C#N,1.7,-6.8,-6.3,-2.9,-4.7,-8.0,-32.1,8.0,1.5,-6.0,-13.0
Cc1ccc(Nc2nc(Cl)nc(NC3CCCCC3)n2)cc1,-54.0,-3.2,-10.9,-12.2,35.7,-52.0,-31.1,-2.9,-16.8,-1.4,-25.1
Cc1cc2oc(=O)cc(COC(=O)Cn3cnnn3)c2cc1C(C)C,-1.9,0.2,-1.2,-3.4,3.4,4.1,-5.5,-5.8,7.3,-4.0,-6.1
C[C@H]1CN([C@@H](C)CO)C(=O)CCCn2cc(nn2)CO[C@@H]1CN(C)C(=O)Cc1ccccc1,3.7,7.0,2.7,-2.2,-3.5,-1.7,8.3,-2.2,0.0,-6.5,9.3
CCOC(=O)CCN(Cc1ccccc1)S(=O)(=O)c1csc(C(N)=O)c1,-4.4,4.0,-3.6,2.8,0.6,-9.5,-11.0,4.2,5.1,3.8,-10.3
Cc1ccc(C)c(C(=O)CN2C(=O)NC3(CCCCCCC3)C2=O)c1,-24.7,0.3,-1.7,-0.2,-12.5,3.1,1.2,-1.6,-25.2,-2.8,0.9
N#CC1CC(c2ccccc2)=NN1c1ccccc1[N+](=O)[O-] (stereo not given),-20.8,-6.4,-1.1,16.5,-59.9,-63.0,-25.3,-11.1,-58.4,6.9,-52.6
CCc1nc2sccc2c(=O)n1N,-13.1,6.0,1.6,-4.2,-28.6,13.8,15.7,-1.8,-2.8,-3.3,20.0
O=C(Oc1nsnc1N1CCOCC1)N1CCOCC1,-12.4,-12.5,3.3,1.3,15.9,6.0,4.1,-9.8,-3.7,-7.1,4.6
COc1ccc(C(=O)N2c3ccccc3CC2C)cc1OC (stereo not given),10.6,-4.4,1.4,-12.5,-23.0,9.1,0.3,-2.5,-13.4,0.5,-4.1
CCC12CN(C(=O)c3ccco3)CC(CC)(CN(C(=O)c3ccco3)C1)C2=O,3.9,2.3,-1.1,-4.5,-13.9,-4.9,-21.9,-20.3,9.7,-10.4,-28.5
CC12CCC3C(CCC4CC(O)CCC43C)C1CC(=O)C2 (stereo not given),-6.7,4.6,-1.2,/,4.0,-12.2,0.2,-6.5,-2.6,-0.8,8.1
O=C(C1CC1)N1c2ccccc2Sc2ccccc21,3.4,-7.5,-1.4,5.3,-0.7,-5.2,-1.6,9.4,-6.6,3.2,12.9
O=c1[nH]c(C2CCCCC2)nc2ccccc12,-6.2,-7.4,-5.3,3.9,-0.4,-6.3,-8.5,-0.4,9.5,2.1,-0.7
COc1cc(OC)cc(C(=O)N2CCN(S(=O)(=O)c3ccc(Cl)s3)CC2)c1,-2.4,1.4,4.0,-5.8,6.9,-9.6,12.3,4.9,5.0,5.0,-3.4

# One compound at a time, as listed above. Screens in order: TWEAK-Fn14 inh, ABHD5 PLIN5 PPI, Granule exo inh, TLR9-MyD88 inh, TROY NFkB inh, SRC3 inh, NCOA2 inhibitor, NR2F2 inh, LRH-1 inv ag, NOD2 RIPK2 PPI, NCOA1 inh
# `O=S(=O)(NC1CCN(S(=O)(=O)c2c(F)cccc2F)C1)c1ccc2c(c1)OCCO2` (stereo not given) across the screens: 21.6, -10.8, -5.6, -1.6, 19.5, 11.1, 7.5, 25.7, 14.3, -3.0, 3.0
# `CN(CC(=O)Nc1cccc(F)c1)C(=O)c1cccc2ccccc12` across the screens: 8.8, -1.3, -5.4, -0.1, 2.0, -14.0, 0.9, 25.1, -9.2, -3.6, -21.8
# `CC12CCC3C(CCC4CC(O)CCC43C)C1CC(=O)C2` (stereo not given) across the screens: -6.7, 4.6, -1.2, /, 4.0, -12.2, 0.2, -6.5, -2.6, -0.8, 8.1
# `CNC(=S)N1N=C(c2ccc(C)cc2)CC1c1ccc(OC)c(OC)c1` (stereo not given) across the screens: -2.0, 0.5, 3.7, -8.7, -25.7, -6.8, -13.7, -10.9, -35.9, 2.9, 2.2
# `c1n[nH]c(NCc2ccc3c(c2)OCO3)n1` across the screens: -9.7, 5.2, 0.7, 5.0, 1.3, 2.1, 12.0, -3.2, 8.0, 2.4, -14.2

# Additional results
SMILES,TWEAK-Fn14 inh,ABHD5 PLIN5 PPI,Granule exo inh,TLR9-MyD88 inh,TROY NFkB inh,SRC3 inh,NCOA2 inhibitor,NR2F2 inh,LRH-1 inv ag,NOD2 RIPK2 PPI,NCOA1 inh
Cc1ccc(S(=O)(=O)N2CCN(C(=O)N3CCOCC3)CC2)c(C)c1,13.0,0.9,-1.4,-1.0,16.3,-0.1,-20.1,11.3,-10.8,-3.9,10.1
CCCCCC(=O)NNC1CC(=O)N(c2ccccc2)C1=O (stereo not given),-12.2,-4.4,1.4,/,-2.9,7.2,-8.2,16.7,-13.8,-0.7,1.3
CN(C(=O)CSc1nnc(-c2cccnc2)n1-c1ccccc1F)C1CCS(=O)(=O)C1 (stereo not given),-3.1,-4.0,0.9,0.9,-3.4,15.8,16.5,11.8,1.9,7.4,-7.7
CCOC(=O)C1=CCN(S(=O)(=O)c2ccc(Br)cc2)C1c1ccccc1 (stereo not given),-8.9,-5.2,1.5,/,19.0,13.4,-10.9,6.3,-0.6,-3.5,7.9
Cc1ccc2ncnc(Nc3cccc([N+](=O)[O-])c3)c2c1,43.7,-4.8,3.7,-2.5,15.9,6.8,33.1,12.4,5.7,-3.7,12.2
COc1ccccc1NC(=S)N1CCC(c2nc3cc(C)c(C)cc3[nH]2)CC1,-4.0,0.7,-3.3,-4.1,-14.3,-22.8,-20.6,-7.2,-22.7,4.5,-7.7
CO/N=C\C(=N\Nc1ccc(OC)cc1)C(=O)c1ccccc1,-44.0,-1.9,-1.7,7.5,-8.9,-14.2,-1.6,-17.6,47.3,-1.6,-6.8
CCn1c(-c2cc(OC)ccc2OC)csc1=Nc1c(C)n(C)n(-c2ccccc2)c1=O,10.8,-0.3,2.0,-7.0,-0.8,9.7,5.3,1.1,-2.3,-9.4,-5.5
CCOC(=O)CCNC(C)C1COc2ccccc2O1 (stereo not given),6.1,-1.9,5.3,0.6,12.1,12.3,-18.0,-2.4,-2.8,-17.1,4.6
NC(=O)NC(c1ccccc1)c1cccc2ccccc12 (stereo not given),-8.9,1.8,4.0,6.0,-11.7,23.3,-10.2,7.3,11.8,-15.2,4.9
Cc1nc(-c2ccccc2)nc(-c2ccccc2)n1,17.4,9.2,3.0,-2.8,-12.5,-6.8,-0.1,-4.2,-17.4,-20.9,2.2
CCOC(=O)c1ccc(S(=O)(=O)N(CCO)Cc2cc3cc(OC)c(OC)cc3[nH]c2=O)cc1,1.6,-1.7,4.1,3.3,5.2,5.0,0.2,-11.4,11.4,4.9,8.3
COc1ccc(CCNC(=S)Nc2cccc(C)c2)cc1,-9.1,-5.3,-0.2,-6.6,-1.7,8.4,/,/,-20.8,-9.3,-14.4
Cc1cc(C(F)(F)F)n(-c2nc(C(=O)NNS(=O)(=O)c3ccccc3[N+](=O)[O-])cs2)n1,-10.0,-0.8,0.0,8.3,18.5,14.6,-8.8,10.2,8.0,-2.9,-1.6
Cc1cc(C(=O)NCC(=O)OC(C(=O)Nc2cc(C(F)(F)F)ccc2Cl)c2ccccc2)ccc1[N+](=O)[O-] (stereo not given),-12.6,-4.8,3.0,0.4,-4.6,15.8,-43.5,-10.4,6.4,4.9,-21.1
CC(=O)Nc1nc2cc3c(cc2s1)OCO3,-10.1,6.2,-2.5,2.4,-64.5,-99.5,-43.0,-21.6,-122.2,-5.2,-60.2
